Screening results from PubChem BioAssay.
TRPC6 act – mouse TRPC6 channel activation | Q61143 | HEK293-TRPC6 membrane potential dye fluorescence; hits give high values | B-score at 10 µM | hit rate 0.13% among 310,000 | AID 2550;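 active means B-score of the integrated fluorescence ratio above library mean plus 3 SD, and starting fluorescence ratio within library mean plus 5 SD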;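 further: higher score means more depolarization so channel activation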
Target sequence (Q61143 whole entry, looked up): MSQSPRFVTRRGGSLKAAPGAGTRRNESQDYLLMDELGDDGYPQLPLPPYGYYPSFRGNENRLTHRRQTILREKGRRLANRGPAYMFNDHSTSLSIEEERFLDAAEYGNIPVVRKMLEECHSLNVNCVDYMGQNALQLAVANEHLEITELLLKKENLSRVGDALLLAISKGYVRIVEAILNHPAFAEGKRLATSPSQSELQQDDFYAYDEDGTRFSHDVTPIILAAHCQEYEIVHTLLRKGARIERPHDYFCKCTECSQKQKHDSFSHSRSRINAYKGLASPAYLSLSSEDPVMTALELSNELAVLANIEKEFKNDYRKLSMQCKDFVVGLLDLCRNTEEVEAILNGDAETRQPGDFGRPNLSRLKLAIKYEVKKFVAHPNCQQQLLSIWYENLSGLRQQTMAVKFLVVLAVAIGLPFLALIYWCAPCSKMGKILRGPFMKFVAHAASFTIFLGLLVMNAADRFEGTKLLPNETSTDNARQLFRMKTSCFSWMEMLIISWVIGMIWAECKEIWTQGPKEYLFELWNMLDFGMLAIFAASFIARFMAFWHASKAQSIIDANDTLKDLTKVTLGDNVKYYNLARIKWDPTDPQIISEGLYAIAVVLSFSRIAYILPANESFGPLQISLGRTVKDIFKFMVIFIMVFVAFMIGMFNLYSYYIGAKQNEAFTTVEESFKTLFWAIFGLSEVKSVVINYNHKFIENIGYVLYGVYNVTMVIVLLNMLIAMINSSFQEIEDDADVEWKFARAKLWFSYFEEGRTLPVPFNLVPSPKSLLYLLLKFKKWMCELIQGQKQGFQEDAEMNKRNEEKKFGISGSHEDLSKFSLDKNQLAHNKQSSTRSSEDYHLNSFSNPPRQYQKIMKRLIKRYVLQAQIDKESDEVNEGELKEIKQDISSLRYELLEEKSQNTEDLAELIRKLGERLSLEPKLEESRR
TRPC4 PAM – allosterically enhances the mouse TRPC4 cation channel. Q9QUQ5. HEK293 TRPC4beta/mu-opioid, DAMGO EC20, Fluo-4 Ca2+ flux; hits give high values. B-score at 10 µM. hit rate 0.42% among 310,000;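 active means B-score of calcium response area above 5 SD of library B-scores, with initial fluorescence ratio within 5 SD of library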;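 further: B-score of integrated fluorescence ratio over time as area under calcium response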
HIF activator – HIF pathway transcriptional activation; U2OS HRE-luciferase reporter, luminescence; normalized: DMSO 0%, desferrioxamine 100%; activation, % at 7.5 µM (by protocol); hit rate 0.32% among 300,000; AID 1910;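 active means mean activation of at least 10% of the iron chelator positive control signal, with at least half of replicates also reaching 10%; inconclusive means mean and replicate majority disagree about reaching 10%; inactive means mean and most replicates under 10%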
MrgX1 allo act – allosterically activates human MrgX1 receptor signaling | Q96LB2 | B-score at 10 µM | MrgX1-HEK293, Fluo-4 calcium flux, FDSS; hits give high values | hit rate 0.63% among 310,000 | AID 588675;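 active means plate-corrected calcium response at least 3 library SD above typical, normal starting fluorescence, not activating the receptor alone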;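 further: compound read alongside a low EC10 to EC30 dose of BAM8-22 agonist; peak minus trough fluorescence over baseline measured at the second addition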
MrgX1 ag – human MrgX1 receptor agonism, primary screen; Q96LB2; MrgX1-HEK293 cells, Fluo-4 calcium fluorescence, agonist mode; hits give high values; B-score at 10 µM; hit rate 0.44% among 310,000; AID 588627;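 active means calcium response B-score plate-corrected fluorescence ratio at least 3 library SD, with starting fluorescence B-score inside 5 SD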
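Material: MrgX1-expressing HEK293 cells; input: 15,000 cells per well; doses: test compound given as first of three sequential additions; schedule: overnight plating before 1 h dye loading; technique: Fluo-4 NW calcium-flux fluorescence, kinetic read; evaluation: baseline-normalised fluorescence change ratio, B-scored; control set: plate-wise positive and negative controls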
TRPC4 agonist – TRPC4 (mouse) channel activation | AID 2237 | B-score at 10 µM | Q9QUQ5 | hit rate 0.49% among 310,000 | HEK293 TRPC4beta/mu-opioid, Fluo4 calcium fluorescence; hits give high values;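 active means B-score above 5 SD of library B-scores, and initial fluorescence ratio not above library mean plus 5 SD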;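 further: positive B-score marks a calcium rise read as TRPC4 activation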
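Incubation: 45 min room-temperature Fluo4 loading, 110 s read / System: HEK293 cells stably co-expressing mouse TRPC4beta and mu-opioid receptor / Signal: Fluo4 fluorescence, kinetic / Control set: buffer (low) and maximal DAMGO (high) / Measure: integrated baseline-normalised fluorescence ratio, converted to per-well B score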
PolyA inh – inhibitors of polyadenylation in S. cerevisiae; S. cerevisiae SKY197-pL101 polyadenylation reporter, beta-gal luminescence; efflux-impaired pdr1/pdr3 knockout yeast; score 100 = 6 SD above DMSO; calls only at 12 µM; hit rate 0.02% among 300,000; AID 1875;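 active means lowest replicate activity score at least 50, where 100 means six control SD above control mean; inconclusive means lowest score under 50 but half or more replicates reach 50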;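 further: yeast exposed to compound for 9 h at 30 °C; higher score means more reporter readthrough which indicates perturbed polyadenylation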
TRPC4 inh – blocks the mouse TRPC4 cation channel; HEK293 TRPC4beta/mu-opioid, DAMGO-evoked Fluo4 calcium flux; hits give low values; Q9QUQ5; hit rate 0.39% among 300,000; B-score at 10 µM;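 active means B-score over 3 SD under the library average, no early fluorescence shift, positive overall ratio signal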
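Material: HEK293 cells with stable TRPC4beta plus mu-opioid receptor expression / Probe or stimulus: DAMGO in two steps, submaximal then maximal / Compound: single concentration per test compound / Technique: kinetic Fluo4 fluorescence imaging of calcium influx / Read-out: per-well B score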
TRPC6 inhibitor – mouse TRPC6 channel inhibition | HEK293-TRPC6, membrane potential dye, ACh-evoked depolarization; hits give low values | B-score at 10 µM | hit rate 1.1% among 310,000 | AID 2553;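 active means B-score under library mean minus 3 SD, initial fluorescence not abnormally high, positive integrated signal ratio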;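 further: B-score derived from integrated fluorescence ratio over the kinetic read; more negative B-score means stronger inhibition of depolarization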
MrgX1 antag – human MrgX1 receptor antagonism, primary screen. B-score at 10 µM. MRGX1-HEK293 calcium flux, Fluo-4, BAM8-22 antagonism; hits give low values. hit rate 1.3% among 310,000;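 active means calcium-response B-score plate-corrected more than 3 library SD below zero, starting fluorescence within 5 deviations, no agonist response on first addition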;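 further: peak minus trough fluorescence over baseline after final BAM8-22 challenge near maximal dose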
AI-2 QS mod – Vibrio harveyi AI-2 quorum sensing modulation | Vibrio harveyi JMH597 AI-2 luminescence/OD600 ratio, 9 h; hits give low values; strain lacks LuxN and CqsS sensors; 0 = neutral-control median | activity change, % at 7.5 µM | hit rate 0.4% among 300,000 | AID 2094; in the data active means activity change below about -75%, passing the limit was not always enough; inconclusive means no clear call, values can overlap the other calls;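 further: luminescence divided by OD600 gain over 9 h not by final OD600 alone; inactives centre near 13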
An asterisk follows results filed as active; i = inactive; u = inconclusive; x = not tested or not shown. The list is partial; count on the stated rates, not on these rows.

SMILES | TRPC6 act | TRPC4 PAM | HIF activator | MrgX1 allo act | MrgX1 ag | TRPC4 agonist | PolyA inh | TRPC4 inh | TRPC6 inhibitor | MrgX1 antag | AI-2 QS mod
O=C(/C(=C/c1ccccc1)c1ccccc1)N1CCCCC1 | i | i | -0.2 | i | i | i | i | i | i | i | 2.1
COc1ccc(N2CCN(c3ncccn3)CC2)cc1 | i | i | 1.4 | i | i | i | i | i | i | i | 10.1
Cc1cc(NC(=O)c2cccc(F)c2)no1 | i | i | 0.5 | i | i | i | i | i | i | i | 6.6
O=C1COc2ccc(N3C(=O)c4ccccc4C3=O)cc2N1 | i | i | -0.5 | i | i | i | i | i | i | i | 7.8
COc1cc(C)c(C(=O)Oc2cc(C)c(C(=O)O)c(O)c2)c(O)c1 | i | i | 0.2 | i | i | i | i | i | i | i | 24.5
COc1ccccc1NS(=O)(=O)c1ccc(Cl)c(NC(=S)NC(=O)C2CCCC2)c1 | i | i | -1.0 | i | i | i | i | i | i | i | 30.6
O=C(NCCc1ccccc1)C(=O)NCC1OCCN1S(=O)(=O)c1ccc2c(c1)OCCO2 (configuration not stated) | i | i | -0.2 | i | i | i | i | i | i | i | 30.2
CC(Sc1ccc(Cl)cc1)C(=O)Nc1ccccc1-c1ccccc1 (configuration not stated) | i | i | 0.2 | i | i | i | i | i | i | i | 15.9
CCC(C)C(=O)Nn1c(C2CC2)nc2cc(OC)c(OC)cc2c1=O (configuration not stated) | i | i | -0.1 | i | i | i | i | i | i | i | -1.8
Cc1nc(N2CCN(Cc3nc4ccccc4[nH]3)CC2)c2oc3ccccc3c2n1 | i | i | 0.0 | i | i | i | i | i | i | i | 29.8
Nc1nc(NC(=O)/C=C\C(=O)O)nn1-c1ccccc1 | i | i | 0.1 | i | i | i | i | i | i | i | 10.0
CCN(CC)c1ccc(-c2c(C#N)c(N)nc(OC)c2C#N)cc1 | i | i | -0.7 | i | i | i | i | i | i | i | 26.2
CCc1ccc(S(=O)(=O)Nc2ccc(O)c3ccccc23)cc1 | i | i | 0.1 | i | i | i | i | i | i | i | 36.8
Cc1ccc(OCC(=O)Nc2cc(S(=O)(=O)N3CCCCC3)ccc2C)c([N+](=O)[O-])n1 | i | i | 0.6 | i | i | i | i | i | i | i | 34.9
N#Cc1nc(COc2ccc(Cl)cc2)oc1N1CCCC1 | i | i | 2.0 | i | i | i | i | i | i | i | 13.3
O=C(NC1CCCCC1)c1cc2nc3c(c(C(F)(F)F)n2n1)CCCC3 | i | i | 2.9 | i | i | i | i | i | i | i | 20.8
O=C(Nc1ccccc1Cl)c1ccccc1 | i | i | 1.6 | i | i | i | i | i | i | i | 9.9
Cc1cc(NC(=O)C2C3C=CC(C3)C2C(=O)O)no1 (configuration not stated) | i | i | -0.3 | i | i | i | i | i | i | i | 22.9
Cc1cc(O)cc(C)c1Cl | i | i | -0.2 | 17.3* | i | i | i | i | i | i | 7.3
Cc1ccc(OCCSc2cc(C)nc(N)n2)cc1 | i | i | 0.5 | i | i | i | i | i | i | i | 10.9
COc1cc(/C=C/C(=O)O)cc(S(=O)(=O)N2CCCc3ccccc32)c1OC | i | i | -0.3 | i | i | i | i | i | i | i | 40.4
CCCCCC(=O)Nc1nnn(CCC)n1 | i | i | -0.3 | i | i | i | i | i | i | i | 22.2
Cc1ccc2[nH]c3c(c2c1)CN(C)CC3 | i | i | -0.6 | i | i | i | i | i | i | i | 26.0
COc1ccccc1OCCNC(=O)c1cc(=O)[nH]c2ccccc12 | i | i | -0.1 | i | i | i | i | i | i | i | 26.9
COc1ccc2c3c(cccc13)N(C)N=C2C | i | i | -0.3 | i | i | i | i | i | i | i | 41.6
COc1cccc(C(=O)NC2CC3CCC(C2)N3Cc2ccccc2)c1 (configuration not stated) | i | i | -4.5 | i | i | i | i | i | i | i | 9.2
CC(C)NC(=O)COC(=O)c1cc(Br)ccc1Cl | i | i | 0.1 | i | i | i | i | i | i | i | 13.3
CSCCC(NS(=O)(=O)c1ccc2c(c1)oc(=O)n2C)C(=O)NC1CCCc2ccccc21 (configuration not stated) | i | i | 0.3 | i | i | i | i | i | i | i | 0.2
O=c1[nH]nc(Cc2ccc(Cl)cc2)c2ccccc12 | i | i | -1.6 | i | i | i | i | i | i | i | -1.0
CC(=O)c1cc(CN2CCC(C(=O)Nc3cccc(-c4cscn4)c3)CC2)cs1 | i | i | 0.5 | i | i | i | i | i | i | i | 20.3
CCOC(=O)C1CCN(S(=O)(=O)c2ccc3c(c2)N(C(C)=O)CCO3)CC1 | i | i | 0.1 | i | i | i | i | i | i | i | 20.3
Cc1ccc(F)c(Oc2cc(NN3CCCCC3)c([N+](=O)[O-])cc2[N+](=O)[O-])c1 | i | i | -0.1 | i | i | i | i | i | i | i | 12.7
CC(C)CCNC(=O)C(Cc1ccccc1)NS(=O)(=O)c1ccc2c(c1)c(=O)n(C)c(=O)n2C (configuration not stated) | i | i | -0.4 | i | i | i | i | i | i | i | 4.6
COC(=O)COc1cccc2c(=O)n(CC(=O)N3CCCCC3)ccc12 | i | i | -0.2 | i | i | i | i | i | i | i | 10.7
CCOC(=O)c1c(C)c(C(=O)Nc2ccc3c(c2)OCCO3)c(C)n1CC | i | i | 1.9 | i | i | i | i | i | i | i | 6.3
CCCCc1nc(Cl)c(CO)n1Cc1ccc(-c2ccccc2-c2nnn[nH]2)cc1 | i | i | -0.2 | i | i | i | i | i | i | i | 14.5
NC(=O)c1ccccc1NC(=O)CN1CCOCC1 | i | i | -0.2 | i | i | i | i | i | i | i | 8.7
C=CC[N+]1(CC#CCOC(c2ccccc2)c2ccccc2)CCOCC1 | i | i | -0.3 | i | i | i | i | i | -5.54* | i | 3.8
CCS(=O)(=O)N1CCN(c2ccc([N+](=O)[O-])c(NC(C)c3ccccc3)c2)CC1 (configuration not stated) | i | i | -0.3 | i | i | i | i | i | i | i | u
CCOC(=O)NC1Cc2ccccc2C1Sc1ccccn1 (configuration not stated) | i | i | -0.3 | i | i | i | i | i | i | i | -1.3
CC1CCN(S(=O)(=O)c2ccc(NC(=O)c3cccs3)cc2)CC1 | i | i | -0.2 | i | i | i | i | i | i | i | 29.4
CCOCc1nnc(NC(=O)c2cccc(OC)c2)s1 | i | i | 1.4 | i | i | i | i | i | i | i | -6.5
O=C(NCCOc1nc(N2CCCCC2)nc(N2CCOCC2)n1)Nc1ccccc1 | i | i | -0.2 | i | i | i | i | i | i | i | 13.3
CCOc1ccc(OCC)c(S(=O)(=O)NCc2cccnc2)c1 | i | i | 0.2 | i | i | i | i | i | i | i | 6.8
Cc1ccc(C)c(NS(=O)(=O)c2ccc(NC(=O)c3ccco3)cc2)c1 | i | i | 0.2 | i | i | i | i | i | i | i | 24.9
C=CCNC(=O)CSc1nc2sc3c(c2c(=O)n1CCC)CCC3 | i | i | -1.2 | i | i | i | i | i | i | i | 13.2
COc1ccc(S(=O)(=O)Nc2cccc(-c3ccc4nncn4n3)c2)c(OC)c1 | i | i | 0.0 | i | i | i | i | i | i | i | 5.3
N#CC1(c2c(O)nc3n(c2=O)CCCS3)CCCCC1 | i | i | -0.3 | i | i | i | i | i | i | i | 14.6
COc1ccccc1CNC(=O)CN1C(=O)c2ccccc2S1(=O)=O | i | i | -0.1 | i | i | i | i | i | i | i | 20.6
O=C(CN(C(=O)CNC(=O)c1ccco1)c1ccc2c(c1)OCCO2)NC1CCCC1 | i | i | 0.0 | i | i | i | i | i | i | i | 0.1

Additional results:
SMILES | TRPC6 act | TRPC4 PAM | HIF activator | MrgX1 allo act | MrgX1 ag | TRPC4 agonist | PolyA inh | TRPC4 inh | TRPC6 inhibitor | MrgX1 antag | AI-2 QS mod
COc1cc(/C=N/Nc2ccc(Cl)nn2)cc(OC)c1O | i | i | 0.3 | i | i | i | i | i | i | i | -4.5
Cc1ccc(-c2nnn(CC(=O)N(CC(=O)NC3CCCC3)c3cccc(F)c3)n2)o1 | i | i | -0.2 | i | i | i | i | i | i | i | 25.4
Cc1nc2ccc(NC(=O)c3cncc(Br)c3)cc2s1 | i | i | 2.0 | i | i | i | i | i | i | i | 4.2
CCOc1ccc(C(=O)NC(=S)Nc2ccc(N3CCOCC3)c(Cl)c2)cc1[N+](=O)[O-] | i | i | -0.2 | i | i | i | i | i | i | i | 19.4
Cc1ccc(OC(=O)CCC(=O)NC(C)c2ccccc2)cc1 (configuration not stated) | i | i | -0.6 | i | i | i | i | i | i | i | 20.8
CCn1c(/C=N/n2cnnc2)nc2ccccc21 | i | i | 0.4 | i | i | i | i | i | i | i | 30.4
COc1ccccc1N1CCN(S(=O)(=O)c2ccc3c(c2)NC(=O)CS3)CC1 | i | i | 0.2 | i | i | i | i | i | i | i | -6.9
O=C(c1cn2ccccc2n1)N1CCc2c([nH]c3ccccc23)C1c1ccccn1 (configuration not stated) | i | i | 0.1 | i | i | i | i | i | i | i | 27.1
O=c1c(Cc2ccc(Cl)cc2)c(O)ccn1Cc1cccs1 | i | i | -0.1 | i | i | i | i | x | i | i | 51.7
COc1ccc(NC(=O)CCN2CCN(S(=O)(=O)c3ccc(Cl)cc3)CC2)cc1 | i | i | -0.2 | i | i | i | i | i | i | i | 7.7
CCc1nnc(NC(=O)CSc2nncc(=O)n2N)s1 | i | i | 0.1 | i | i | i | i | i | i | i | 24.6
Cc1ccnc2nc(C(=O)N3CCN(c4ccc(F)cc4)CC3)nn12 | i | i | x | i | i | i | i | i | i | i | 5.7
COc1ccc(CC(=O)NC2CC(C)(C)NC(C)(C)C2)cc1 | i | i | -0.6 | i | i | i | i | i | i | i | 24.2
CCN(C(=O)c1ccco1)c1nc(CC(=O)Nc2ccc(Cl)cc2)cs1 | i | i | 0.8 | i | i | i | i | i | i | i | 21.1
